Jurkat NFkB inh = lowers PMA/ionomycin-induced NF-kB signal in Jurkat cells. actives 0.53% (n = 330,000). PMA/ionomycin-induced NF-kB luciferase reporter, luminescence. inhibition, % at 4 µM
HKDC1 inhibitor = inhibitors of human hexokinase HKDC1 | Q2TB90 | AID 493160 | recombinant HKDC1, G6PDH/diaphorase resazurin coupled fluorescence | actives 0.16% (n = 340,000) | inhibition, % at 20 µM;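 active means inhibition above about 35% when tested at 20 µM, limit read from the data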;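 further: plate controls were DMSO wells with enzyme for no effect and DMSO wells lacking enzyme for full effect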
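System: Recombinant HKDC1 hexokinase | Amount: HKDC1 at 5 µg/mL | Reagent: Glucose with 1 mM ATP | Doses: Single 20 µM dose | Incubation: Reaction time 90 min, room temperature, protected from light | Signal: Coupled resazurin fluorescence, excitation 525 nm, emission 613 nm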
697 NFkB inh = lowers PMA/ionomycin-induced NF-kB signal in 697 B cells | 697 B-cell NF-kB luciferase reporter, 16 h | inhibition, % at 4 µM | actives 0.33% (n = 330,000); in the data active means inhibition above about 35%
Gli-Sufu antag = antagonists of Gli-Sufu signaling. inhibition, % at 5 µM. Sufu-KO-LIGHT fibroblasts, Gli luciferase reporter luminescence. actives 0.74% (n = 340,000). AID 588413;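 active means inhibition above about 55%, limit read from the data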;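 further: 0% = DMSO-treated cells and 100% = wells with medium but no cells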
SENP8 inh = SENP8 protease inhibition; purified SENP8, Z-RLRGG-aminoluciferin cleavage, luminescence; actives 1.2% (n = 330,000); AID 2540; inhibition, % at 10 µM
Target sequence (Q96LD8 whole entry, looked up): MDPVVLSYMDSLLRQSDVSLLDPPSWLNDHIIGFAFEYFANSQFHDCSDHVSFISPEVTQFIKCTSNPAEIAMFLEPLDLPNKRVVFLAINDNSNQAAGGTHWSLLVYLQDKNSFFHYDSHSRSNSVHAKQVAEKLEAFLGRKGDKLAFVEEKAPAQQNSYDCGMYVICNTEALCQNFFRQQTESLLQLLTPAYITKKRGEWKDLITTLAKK
SENP7 inh = blocks the human protease SENP7 | Q9BQF6 | recombinant SENP7, Z-RLRGG-aminoluciferin luminescence, 40 min | inhibition, % at 5 µM | actives 1.5% (n = 330,000);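 active means inhibition above about 50% at the single test dose, limit read from the data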;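 further: plate controls were DMSO with enzyme for no effect and no enzyme buffer wells for full effect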
Target sequence (Q9BQF6 706-1050 limits assumed): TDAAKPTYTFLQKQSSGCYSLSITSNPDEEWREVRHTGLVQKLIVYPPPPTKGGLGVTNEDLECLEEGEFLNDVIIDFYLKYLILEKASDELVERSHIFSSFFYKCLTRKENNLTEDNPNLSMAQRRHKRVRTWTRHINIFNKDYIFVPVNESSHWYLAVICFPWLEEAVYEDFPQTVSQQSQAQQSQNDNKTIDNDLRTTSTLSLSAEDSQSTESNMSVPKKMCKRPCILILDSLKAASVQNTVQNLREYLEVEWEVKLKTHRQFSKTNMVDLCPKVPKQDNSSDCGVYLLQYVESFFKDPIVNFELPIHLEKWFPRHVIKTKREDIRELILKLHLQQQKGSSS
UBC13 inh = blocks human UBC13 polyubiquitin chain formation; P61088; TR-FRET; inhibition, % at 20 µM; actives 0.47% (n = 330,000); AID 485273; in the data active means inhibition above about 45%, passing the limit was not always enough
Target sequence (P61088 whole entry, looked up): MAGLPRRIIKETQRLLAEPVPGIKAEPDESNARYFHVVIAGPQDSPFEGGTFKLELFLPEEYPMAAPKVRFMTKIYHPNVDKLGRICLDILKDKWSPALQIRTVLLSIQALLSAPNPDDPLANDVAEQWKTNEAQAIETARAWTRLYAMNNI
Apaf1 inhib = human Apaf-1 inhibition; actives 0.71% (n = 330,000); O14727; reconstituted apoptosome caspase-3 activity, DEVD-Rh110 fluorescence; inhibition, % at 20 µM; AID 489030; active means inhibition of at least 40% at 20 µM;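 further: plate controls were DMSO wells for no effect and DEVD-CHO caspase inhibitor wells for full effect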
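Assay system: Apoptosome proteins | Medium: pH 7.5 Hepes buffer with CHAPS, BSA, DTT | Also added: Cytochrome c and DEVD-Rh110 substrate | Times: 30 min plus 50 min, RT | Detection: Rhodamine 110 fluorescence at Ex 480/Em 540 nm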
An asterisk follows results filed as active; nt = no result given. Unless noted, no stated cut-off is given here; in the data, active means inhibition above about 50%; inactive means the rest.

SMILES	Jurkat NFkB inh	HKDC1 inhibitor	697 NFkB inh	Gli-Sufu antag	SENP8 inh	SENP7 inh	UBC13 inh	Apaf1 inhib
CC1CCCN(C(=O)C(Cc2ccccc2)n2cccc2)C1 (configuration not stated)	0	-1	-10	-9	-8	-12	3	24
CCC(C)NS(=O)(=O)c1ccc(OCC(=O)NCc2ccco2)cc1 (configuration not stated)	3	-4	-19	-6	-7	2	-5	-2
N#Cc1cc(-c2ccccc2)nc(Oc2ccc(Cl)cc2)n1	15	6	-11	-19	-6	-1	8	20
Cc1cccc(-c2noc(CN(C)S(=O)(=O)c3cc(Cl)ccc3Cl)n2)c1	0	-4	-3	0	-8	-6	2	2
COC(=O)C1=C(CCc2ccccc2)NC(=O)NC1c1ccc(Cl)cc1 (configuration not stated)	33	-2	3	-10	2	-2	6	18
Cc1cccc(NC(=O)CSc2ncnc3sc(C)cc23)c1	9	-6	15	-8	-4	8	4	9
Nc1nc2n(n1)C(c1ccco1)CC(c1ccc(F)cc1)N2 (configuration not stated)	16	-4	12	-1	6	4	7	-10
O=C(O)CCn1c2c(c3ccccc31)CCCC2	7	-2	15	-9	1	-1	-2	-6
NC(=O)c1cc(S(=O)(=O)N2CCOCC2)cs1	1	-6	2	-9	-3	-9	0	-13
CCC1CSC(Nc2ccc(C(=O)/C=C/c3ccc(OC)c(OC)c3)cc2)=N1 (configuration not stated)	18	-3	-9	7	-5	8	-4	-3

Compound profiles, as listed above:
CCC(C)NS(=O)(=O)c1ccc(OCC(=O)NCc2ccco2)cc1 (configuration not stated) is listed as Jurkat NFkB inh: 3; HKDC1 inhibitor: -4; 697 NFkB inh: -19; Gli-Sufu antag: -6; SENP8 inh: -7; SENP7 inh: 2; UBC13 inh: -5; Apaf1 inhib: -2
N#Cc1cc(-c2ccccc2)nc(Oc2ccc(Cl)cc2)n1 is listed as Jurkat NFkB inh: 15; HKDC1 inhibitor: 6; 697 NFkB inh: -11; Gli-Sufu antag: -19; SENP8 inh: -6; SENP7 inh: -1; UBC13 inh: 8; Apaf1 inhib: 20

(next part)
SMILES	Jurkat NFkB inh	HKDC1 inhibitor	697 NFkB inh	Gli-Sufu antag	SENP8 inh	SENP7 inh	UBC13 inh	Apaf1 inhib
CCCc1cc(=O)[nH]c(SCC(=O)Nc2sc3c(c2C(N)=O)CCCC3)n1	4	1	15	-1	-4	7	10	5
Cc1ccc2sc3ccc(NC(=O)c4ccccc4Cl)cc3c(=O)c2c1	-30	1	-32	-18	3	-1	17	2
CCn1c(SCC(=O)Nc2nc(-c3ccccc3)cs2)nc2c1c(=O)n(C)c(=O)n2C	0	10	-21	-2	5	5	-2	5
CCOC(=O)N1CCN(Cc2nc3cc(NC(=O)c4cccs4)ccc3n2C)CC1	6	-7	-9	10	8	-7	2	-1
CC1CCN(CC(=O)NCc2ccccc2)CC1	-7	15	-1	-2	2	0	4	-18
CC1CC(C)CN(CCCNC(=O)c2c(O)nc3ccccn3c2=O)C1 (configuration not stated)	9	-6	19	4	-1	-3	4	0
COC(=O)C1=C(C)Nc2c(c(=O)n(C)c(=O)n2C)C1c1ccc(Cl)cc1 (configuration not stated)	1	12	-16	4	-13	-8	-3	-1
Cc1oc(-c2ccccc2F)nc1CS(=O)(=O)CC(=O)NC(C)CCc1ccccc1 (configuration not stated)	15	-6	-11	10	1	4	-4	25
COc1ccc(C2/C=C\CN(C(=O)Nc3ccc(C(F)(F)F)cc3)CC(=O)N2Cc2ccc(F)cc2)cc1 (configuration not stated)	12	3	-4	9	-3	-5	-2	23
CCC(CO)Oc1cc(NCc2ccc(F)cc2)c2ncn(C(C)C)c2c1 (configuration not stated)	-3	11	-11	2	3	5	8	43*
O/C(=C\c1ccc2ccccc2n1)c1ccc(O)cc1O	-170	-6	-186	-76	93*	92*	-34	-24
CC1CC(C)CN(C(=O)Cn2ncc3c([nH]c4ccccc43)c2=O)C1 (configuration not stated)	3	3	20	1	-1	-2	3	-1
CCN(CC)C(=O)CN(C#N)c1nc(Cl)nc(N(C)C)n1	-5	1	1	2	6	0	0	-4
c1ccc2oc(NC3=NCN(CC4CCCO4)CN3)nc2c1 (configuration not stated)	-40	-1	-54	-4	-7	4	8	6
NC(=O)CC(NC(=O)Cc1cccc2ccccc12)c1ccc(NCC2CC2)c([N+](=O)[O-])c1 (configuration not stated)	-1	-4	-1	-4	-9	7	-29	14
CCN1C(=S)SC(=O)C1=C1C=C(C)N(CCO)C(C)=C1	-86	-10	-39	-85	0	1	-18	4
Cc1cccc(NC(=S)N(CCCN2CCCC2)Cc2cccn2Cc2ccc(Cl)cc2)c1	-12	-2	4	5	-15	-8	16	15
CCN(Cc1ccccc1)S(=O)(=O)c1ccc(C(=O)N(CCCN(C)C)c2nc3ccc(F)cc3s2)cc1	-1	4	-23	12	-7	19	30	21
CC1CCCCC1NC(=O)CNC(=O)c1cccs1 (configuration not stated)	16	-4	14	-6	-8	5	0	-6
CC(C)c1ccc(CNn2cnnc2)cc1	11	-2	5	28	-5	-9	0	-4

Additional results follow:
canonical_smiles	Jurkat NFkB inh	HKDC1 inhibitor	697 NFkB inh	Gli-Sufu antag	SENP8 inh	SENP7 inh	UBC13 inh	Apaf1 inhib
COc1ccc(C[C@H]2CN3C(=NC[C@H]3Cc3ccccc3)N2CCNC(=O)c2ccc(C)c(Br)c2)cc1	15	-2	-1	20	-16	-12	72*	43*
O=S(=O)(c1c(F)cccc1F)N1CCN(Cc2c(O)ccc3ccccc23)CC1	8	7	16	-3	3	5	0	3
O=C(CSc1nnc(SCc2ccc(Cl)cc2)s1)N/N=C/c1ccccc1C(=O)O	-17	2	9	-44	-2	2	13	-13
COC(=O)c1cc(S(=O)(=O)NCc2ccccc2)cn1C	14	0	-1	4	-10	2	-2	-5
COc1ccc(NCC(=O)n2c(C)c(C)c3ccccc32)cc1OC	9	6	7	-23	6	-1	5	-18
COc1ccc(N(CC(=O)NCc2ccccc2)S(C)(=O)=O)cc1	-18	-7	-5	-20	-9	-8	6	-12
Cc1ccc2nc3n(c(=O)c2c1)-c1cc(Cl)ccc1C(=O)NC3Cc1ccccc1 (configuration not stated)	2	nt	12	nt	5	-3	10	5
N#Cc1cc2ccccc2nc1SCC(=O)Nc1ccc(S(=O)(=O)N2CCCC2)cc1	15	-8	15	11	-1	5	15	4
Cc1cc(C)cc(OCC(=O)Nc2ccc(-n3cnnn3)cc2)c1	20	0	14	-8	-2	4	2	0
CCN(CC)C(=O)/C(=C/c1ccc(F)cc1)NC(C)=O	-8	5	6	-3	-3	7	-4	9
CCCCNC(=S)N=Nc1c(O)n(Cc2ccccc2)c2ccccc12	18	-5	5	10	-6	3	-16	-1
CC1CCCCC1NC(=O)CCc1nc2sc3c(c2c(=O)[nH]1)CCCC3 (configuration not stated)	15	0	-5	-4	3	2	4	14
CCn1c(COc2ccc(Cl)c(C)c2)nnc1SCC(=O)N1CCCC1	6	-1	-2	-15	0	6	-5	-6
COC(=O)C1=C(C)Nc2nc3ccccc3n2C1c1ccccc1F (configuration not stated)	28	-3	-34	4	7	7	10	2
Cc1nn(-c2ccc(C(=O)O)cc2)c(=O)c2ccccc12	4	-4	-6	3	-3	-4	6	5
O=C(COC(=O)c1cc(=O)c2ccccc2o1)NCC1CCCCC1	0	-3	2	-9	1	1	13	-6
CCNc1c(NS(=O)(=O)c2ccc(OC)cc2)c(=O)oc2ccccc12	-8	1	-1	29	2	-3	13	4
Cc1ccc2[nH]c(=O)c(CN(CCCO)S(=O)(=O)c3c(C)ccc4nsnc34)cc2c1	-2	-2	-3	4	4	4	-6	10
CC(C)N(Cc1ccccc1)C(=O)c1cccs1	0	-1	3	4	1	-7	2	-2
COc1ccc(OC)c(NC(=O)CSc2nnnn2C2CCCC2)c1	-2	1	12	-38	3	-1	7	-2
COc1ccc(C2/C(=C(/O)c3ccccc3)C(=O)C(=O)N2c2ccccn2)cc1OC (configuration not stated)	7	0	5	-2	4	6	0	-1
CCCCN(Cc1ccccc1)S(=O)(=O)c1ccc2c(c1)n(C)c(=O)c(=O)n2C	12	-7	-19	2	4	7	10	-7
Cc1ccc(Nc2nc(-c3c(C)nc4ccccn34)cs2)cc1	83*	-16	-396	62*	-6	8	14	17
Nc1ccc(OCCCc2c(N)nc(N)nc2N)cc1	-7	4	7	0	8	-5	47*	12
CC(C)(C)c1nnc(NS(C)(=O)=O)s1	0	-10	4	-1	-2	-6	-2	-9
COC(=O)C(OC(=O)c1ccccc1)C(C)Br (configuration not stated)	0	-3	6	20	-2	9	4	3
Cc1ccc(CNC(=O)Nc2ccccc2)n1C	-7	-1	-3	-6	3	-5	-5	3
O=C(O)CCNC(=O)COc1ccc2c3c(c(=O)oc2c1)CCCC3	12	4	6	4	0	2	6	1
C=CCn1c(-c2oc3nc(-c4ccccc4)cc(-c4ccccc4)c3c2N)n[nH]c1=S	-2	-2	9	6	-7	-4	-9	19
CCc1cc2cc(C)ccc2nc1SCC(=O)NC1CCCC1	-2	3	5	29	-2	6	18	15
Cc1csc(=O)n1CC(=O)OCC(=O)Nc1cc([N+](=O)[O-])ccc1Cl	4	-1	-2	-5	-11	9	-3	-9
COCCCNC(=S)N1CCN(C(=O)C(=O)Nc2ccc(C(=O)OC)cc2)CC1	5	-10	-5	3	-16	0	-10	1
Cc1nn(C/C(C#N)=N\O)c(C)[n+]1N	-15	2	0	1	2	9	7	-2
COc1ccccc1CN1CC(C(=O)N(C)Cc2ccncc2C)CCC1=O (configuration not stated)	-5	-4	5	-3	5	3	0	-5
COc1ccc(NC(=O)CN(C)C(=O)c2ccc(S(=O)(=O)Nc3ccccc3C)cc2)cc1	6	-1	2	-4	7	-1	5	16
O=C(Nc1ccccc1)N1CCCC(CNS(=O)(=O)Cc2ccccc2)C1 (configuration not stated)	1	16	19	3	6	2	-5	-18
c1ccc(OCCSc2nnnn2C2CCCCC2)cc1	-117	2	-163	-94	19	37	2	10
Cc1ccc(NC(=O)CCCNC(=O)c2ccc(Cl)cc2)cc1S(=O)(=O)N1CCCCC1	14	1	-23	1	4	1	-5	16
COc1ccc(N2CCN(Cc3cc(=O)c(OCC(=O)NC4CCCC4)co3)CC2)cc1	7	-4	-16	-7	-12	8	-1	-1
O=C1CCCc2[nH]nc(-c3cccnc3)c21	6	-6	27	-4	2	-1	2	-12
O=S(=O)(O)c1nnc2sc3ccccc3n12	0	5	9	3	4	-1	2	3
CCCOc1ccc(N2C(=O)CC(N(Cc3ccco3)C(C)=O)C2=O)cc1 (configuration not stated)	3	1	9	7	-5	3	7	-4
O=C(O)C1=C[C@@H](C2CC2)C[C@@H](OCCCCO)O1	-3	-4	17	6	-6	-3	-1	-2
COc1ccc(OC)c(-n2c(=S)[nH]c3c(sc(=S)n3-c3ccccc3)c2=O)c1	-9	2	2	-20	2	2	4	-11
COc1ccc(CN2C[C@H](Cc3ccccc3)[C@@H](CC(=O)Nc3ccccc3)C2=O)cc1	-5	7	16	8	1	-2	2	24
CCc1ccc(C(=O)Cn2ccsc2=N)cc1	-115	-1	-168	-111	75*	81*	9	1

High-throughput results (PubChem)
